PERK inh – blocks human PERK kinase; 220,000 compounds, 0.17% hits; inhibition, % at 5.6 µM; CHO PERK-DD fusion, SEAP luminescence translation reporter;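 active = inhibition above the mean inhibition of all tested compounds plus 3 SD, set separately per screening campaign, cut at about 2.9% in these data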;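 note: PERK kinase domain activated by AP20187 dimerizer at 100 nM; 0% = DMSO with dimerizer and 100% = rapamycin at 8.4 µM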
EP2 mod – modulates human prostaglandin E2 receptor EP2 signaling; P43116; EP2-expressing cells, cAMP HTRF FRET, PGE2 co-stimulation; induction, % at 25 µM; 260,000 compounds, 0.83% hits; AID 940;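 active = compounds whose cAMP rise, as percent of the full-agonist control response, exceeds 60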;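 note: rat C6 glioma line stably carrying human EP2 under a CMV promoter; the protocol text gives 20 µM as final concentration; 100% = response of wells given 1 µM PGE2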
Target sequence (P43116 whole entry, looked up): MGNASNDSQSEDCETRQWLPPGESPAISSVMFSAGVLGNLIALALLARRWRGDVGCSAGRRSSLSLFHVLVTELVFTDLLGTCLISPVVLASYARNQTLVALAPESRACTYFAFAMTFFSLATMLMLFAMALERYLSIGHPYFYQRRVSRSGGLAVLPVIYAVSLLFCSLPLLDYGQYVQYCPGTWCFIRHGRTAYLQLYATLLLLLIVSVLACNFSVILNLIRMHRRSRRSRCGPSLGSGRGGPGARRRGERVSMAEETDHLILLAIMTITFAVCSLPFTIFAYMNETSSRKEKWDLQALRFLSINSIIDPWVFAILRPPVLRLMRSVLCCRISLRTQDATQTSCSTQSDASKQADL
EP2 antag – inhibitors of human EP2 prostaglandin E2 receptor | P43116 | C6 glioma cells expressing human EP2, cAMP TR-FRET; cells stimulated with saturating PGE2 | inhibition, % at 25 µM | 260,000 compounds, 0.52% hits | AID 1422;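 active = percent inhibition above 40 after rounding to a whole number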;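 note: rat C6 glioma host cells with rolipram phosphodiesterase inhibitor present; the protocol text gives 20 µM as final concentration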
Runt-SMMHC FRET – blocks binding of human RUNX1 Runt domain to CBFb-SMMHC | Q01196+Q13951 | Cerulean-Runt/Venus-CBFb-SMMHC FRET ratio 530/480, 1 h | inhibition, % at 20 µM | 220,000 compounds, 0.74% hits;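 active = mean inhibition across duplicate retests at 20 µM reaching about 50%, limit read from the data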;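 note: 0% = DMSO wells and 100% = wells with excess untagged CBFb-SMMHC; inhibitors lower the FRET ratio by blocking Runt binding to CBFb-SMMHC; some results filed as inactive read as strong as hits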
L929 necroptosis – L929 zVAD cell death inhibition | 220,000 compounds, 0.38% hits | L929 zVAD necroptosis rescue, ATP luminescence, 24 h; with zVAD 60 µM | viability rescue, % at 10 µM | AID 1377;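 active = activation, scaled between plate controls, above about 75%, limit read from the data; inactive = activation under that limit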;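 note: 0% = zVAD with DMSO and 100% = DMSO alone without zVAD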
Runt-CBFb FRET – Runt domain-CBFb interaction inhibition; Q01196+Q13951; Cerulean-Runt/Venus-CBFb FRET ratio 530/480, 1 h; inhibition, % at 20 µM; 220,000 compounds, 0.46% hits;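 active = inhibition over about 50% at 20 µM in the single-dose screen, limit read from the data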;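 note: 0% = DMSO wells and 100% = excess unlabeled CBFb competitor control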
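test system = Cerulean-tagged RUNX1 Runt domain (FRET donor) fusion protein | reagent = Venus-CBFb binding partner, 100 nM | incubation = protein complex preformed 1 h, compound exposure 1 h, room temperature, dark | detection = FRET fluorescence | read-out basis = loss of energy transfer signal | controls = 5 µM unlabeled CBFb as full-inhibition high control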
RBBP9 inh – human RBBP9 hydrolase inhibition. AID 1515. O75884. 220,000 compounds, 0.2% hits. recombinant RBBP9, FP-Rh probe fluorescence polarization. inhibition, % at 7.94 µM;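 active = inhibition above the campaign mean of all tested compounds plus 3 SD, cut at about 14% in these data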;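 note: plate controls were DMSO wells with RBBP9 for no effect and wells lacking RBBP9 protein for full effect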
Target sequence (O75884 whole entry, looked up): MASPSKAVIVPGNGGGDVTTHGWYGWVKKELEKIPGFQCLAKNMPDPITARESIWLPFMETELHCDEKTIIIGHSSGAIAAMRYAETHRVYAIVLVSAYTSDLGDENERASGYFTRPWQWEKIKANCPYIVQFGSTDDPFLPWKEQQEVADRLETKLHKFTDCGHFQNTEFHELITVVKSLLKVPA
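Material: RBBP9 protein. Amount: RBBP9 at 2.5 µM in dispensed solution, before mixing. Schedule: 30 min then 45 min, 25 °C. Medium: Tris buffer pH 8.0, NaCl, Pluronic. Measured by: fluorescence polarization. Measure: percent inhibition from mP, scaled between DMSO and no-protein wells. Replication: one well per compound.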
TNF necrop inh – inhibitors of TNF-alpha induced necroptosis in Jurkat FADD-/- cells; Jurkat FADD-/- TNF necroptosis rescue, ATP luminescence, 24 h; 0 = TNF only, 100 = no-TNF cells; activation (protection from cell death), % at 10 µM; 220,000 compounds, 0.068% hits;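 active = activation, meaning protection from cell death, of at least 50% relative to plate controls; inactive = activation below 50%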;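 note: necroptosis triggered by 40 ng/mL TNF-alpha added together with compound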
Hck-Nef inh – inhibitors of human Hck kinase activated by Nef; P08631; Recombinant Hck-YEEI plus Nef, Z-Lyte FRET kinase assay; inhibition, % at 20 µM; 220,000 compounds, 0.68% hits; AID 463187;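 active = Hck-Nef kinase inhibition above about 50%, limit read from the data; inactive = inhibition below that limit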;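 note: 0% = DMSO with Hck plus Nef and 100% = Hck alone without Nef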
Target sequence (P08631 whole entry, looked up): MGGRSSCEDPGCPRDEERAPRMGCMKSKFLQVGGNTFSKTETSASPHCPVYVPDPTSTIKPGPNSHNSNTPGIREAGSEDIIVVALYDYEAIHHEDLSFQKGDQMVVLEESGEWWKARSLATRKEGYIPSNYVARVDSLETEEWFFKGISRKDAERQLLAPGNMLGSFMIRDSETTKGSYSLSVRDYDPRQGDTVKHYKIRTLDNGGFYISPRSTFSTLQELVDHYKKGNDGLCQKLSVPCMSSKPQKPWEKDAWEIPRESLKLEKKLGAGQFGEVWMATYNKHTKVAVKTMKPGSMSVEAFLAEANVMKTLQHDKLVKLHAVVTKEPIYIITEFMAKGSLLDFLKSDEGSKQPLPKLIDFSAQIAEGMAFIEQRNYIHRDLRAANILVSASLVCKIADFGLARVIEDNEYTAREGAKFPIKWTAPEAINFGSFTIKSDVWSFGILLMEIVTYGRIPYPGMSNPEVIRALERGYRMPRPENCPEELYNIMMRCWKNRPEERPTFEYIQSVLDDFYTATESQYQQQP
* marks the source's active call; other numbers are inactive results; / = not tested or not shown; & = joins results of further samples. The list is partial; rates above refer to the full screens.

SMILES	PERK inh	EP2 mod	EP2 antag	Runt-SMMHC FRET	L929 necroptosis	Runt-CBFb FRET	RBBP9 inh	TNF necrop inh	Hck-Nef inh
O=C1CC(c2ccco2)Cc2c1cnn2-c1nc2ccccc2s1 (stereo not given)	0.9	29.9	5.8	-12.8	-0.1	16.9	-4.4	-0.1	-1.1
COc1ccc(CN(C(=S)Nc2ccccc2)C2CC(=O)N(c3ccc(Cl)cc3)C2=O)cc1 (stereo not given)	-0.7	-10.8	15.1	-0.3	0.3	-2.4	-8.1	1.2	2.6
COc1ccc(-c2csc3ncn(CC(=O)N4CCOCC4)c(=O)c23)cc1	0.8	20.3	6.2	1.5	1.3	2.7	2.6	0.2	14.9
CN(C)C(=O)c1ccc(N/C=C(\C=O)c2nc3ccccc3o2)cc1	0.0	-27.1	11.2	3.8	-1.4	0.9	-5.8	-2.6	17.2
CN(C)S(=O)(=O)c1ccc(NC(=O)Cn2ccsc2=N)cc1	0.0	11.0	1.3	-7.8	-0.3	-0.5	-9.0	0.1	-22.5
Cc1c(-n2c(SCC(N)=O)nc3ccccc3c2=O)c(=O)n(-c2ccccc2)n1C	0.5	28.9	5.1	0.8	0.1	0.3	-8.0	-0.9	-0.8
CS(=O)(=O)Nc1ccccc1C(=O)NC1CC2CCC1C2 (stereo not given)	1.2	28.1	5.5	-3.0	1.2	-1.0	-7.6	-0.9	1.0
C=CCNc1nc(NCC)nc(N2CCOCC2)n1	0.8	11.0	7.9	0.9	-0.2	0.6	0.1	-1.0	2.1
CCn1cc(C(=O)NCCc2ccccc2)c(=O)c2cc(F)c(N3CCN(C)CC3)cc21	-1.0	-7.5	10.6	1.8	0.4	-0.8	-8.1	-0.3	-0.6
COc1ccc(C(OC(=O)c2c(C)noc2C)C(=O)NC2CCCC2)cc1 (stereo not given)	-0.3	21.4	4.8	-1.8	1.5	-0.7	-10.7	1.1	0.0
CCO[C@@H]1OC(C(=O)Nc2ccccc2)=C[C@H](c2ccccc2)[C@H]1CCCO	0.2	-0.2	2.1	0.5	0.7	-1.1	1.8	3.0	9.8
COC(=O)c1ccc(CSc2nnc(NC(=O)c3cc4c(s3)CCCC4)s2)cc1	0.7	19.9	20.3	4.8	-0.8	-0.9	-4.7	1.7	-5.1
CSc1ncc(CN2CCN(C3CCN(C(C)C)CC3)C(CCO)C2)cn1 (stereo not given)	0.9	-2.1	8.4	3.5	6.7	0.0	-5.0	0.4	18.0
CCc1ccc(NC(=O)CSc2nc3n[nH]c(C)c3c(=N)n2-c2cccc(OC)c2)cc1	0.7	12.0	6.5	-9.9	91.5*	-3.2	-21.2	-15.0	1.5
CCCN1CCN(CCCNC(=O)Cn2nc(-c3ccc(C)cc3)ccc2=O)CC1	0.4	24.4	1.4	-10.9	1.9	-3.8	-4.4	-6.5	2.3
COc1ccc(C2/C=C\CN(S(=O)(=O)c3cccs3)CC(=O)N2Cc2ccc(F)cc2)cc1 (stereo not given)	/	10.2	18.2	2.2	-0.6	3.6	/	-1.9	9.5
S=C(Nc1ccccc1)Nc1ccc(Cl)cn1	-0.6	-35.0&-34.1	7.1&10.7	-0.4	-0.9	2.5	-6.3	-0.3	23.9
CCOc1ccc(CSC2=NCCN2)cc1[N+](=O)[O-]	0.4	19.4	7.6	5.4	49.5	-5.8	-1.2	1.8	4.2
CCOc1ccc2[nH]c(C)c(CN3CCOCC3)c(=O)c2c1	0.5	-36.6	1.6	1.8	1.0	-1.5	-11.9	1.0	-0.4
CSCc1nc2scc(-c3ccccc3)c2c(=O)[nH]1	-0.3	-15.4	6.2	-1.9	0.8	-2.2	-7.6	0.4	10.1
CC(C)CCn1nc(C(=O)Nc2nc3c(s2)CCCC3)c2ccccc2c1=O	0.1	-6.6	8.6	2.7	1.7	-3.5	3.7	4.3	2.1
Cc1cc(N)n2ncc(-c3ccccc3)c2n1	0.4	-10.0	14.6	2.7	36.0	2.3	0.7	-3.7	-20.4
Cc1ccc2cc(/C=N/NC(=O)c3ccccc3O)c(Cl)nc2c1	-0.3	-1.2	15.6	-2.4	0.4	2.6	-10.4	0.3	-1.3
Cc1nn(C)c(Cl)c1C(=O)NC(C(=O)O)c1ccccc1 (stereo not given)	0.9	20.1	4.5	0.4	-0.1	3.1	1.8	-0.1	7.0
Cc1cccnc1NC(=O)C1c2ccccc2Oc2ccccc21	1.0	29.1	4.6	-1.1	-0.4	-3.6	-8.3	0.2	5.0

Whole records as entered above. Screens in order: PERK inh, EP2 mod, EP2 antag, Runt-SMMHC FRET, L929 necroptosis, Runt-CBFb FRET, RBBP9 inh, TNF necrop inh, Hck-Nef inh
CSc1ncc(CN2CCN(C3CCN(C(C)C)CC3)C(CCO)C2)cn1 (stereo not given) is listed as 0.9, -2.1, 8.4, 3.5, 6.7, 0.0, -5.0, 0.4, 18.0
Cc1c(-n2c(SCC(N)=O)nc3ccccc3c2=O)c(=O)n(-c2ccccc2)n1C is listed as 0.5, 28.9, 5.1, 0.8, 0.1, 0.3, -8.0, -0.9, -0.8

Remaining list, next part.
SMILES	PERK inh	EP2 mod	EP2 antag	Runt-SMMHC FRET	L929 necroptosis	Runt-CBFb FRET	RBBP9 inh	TNF necrop inh	Hck-Nef inh
CN(CC(=O)NC1CCCCC1)S(=O)(=O)c1cccc2nsnc12	0.2	16.3	3.5	0.1	1.0	-3.1	-3.1	1.8	-0.6
CC1CN(c2nc3c(c(=O)n(Cc4ccc(Cl)cc4)c(=O)n3C)n2C)CC(C)O1 (stereo not given)	0.2	6.2	1.6	-3.8	1.2	-2.1	-5.3	-1.7	0.6
COCCNC(=O)/C(C#N)=C/c1ccc(-c2ccc(S(=O)(=O)N3CCOCC3)cc2)o1	-0.1	-21.2	7.4	24.5	0.6	8.9	-16.2	2.0	2.1
CN(C)c1cc(=O)n2c(n1)SCCC2	0.4	20.7	5.5	-1.9	-0.5	/	-10.9	-1.7	-0.4
COc1ccccc1CNc1ncnc2nc[nH]c12	0.8	4.5	10.3	-0.1	2.6	2.4	-8.4	-2.2	5.8
COc1ccc(CNC(=O)C2CCCN2S(=O)(=O)c2ccc(C)cc2)cc1 (stereo not given)	-0.6	-6.4	3.9	2.5	-0.1	-0.7	-1.1	-2.9	1.9
O/N=C/c1ccnc(SCc2ccc(Cl)cc2)n1	2.2	-16.2	10.7	-8.0	0.7	0.3	-8.2	-7.6	1.9
CCNc1nc(N)nc(Oc2ccc(OCC)nn2)n1	0.9	14.6	9.2	0.2	-0.2	0.2	0.0	-2.0	6.2
Cc1cc(C)c2c(n1)sc1c(=O)n(Cc3ccc(F)cc3)cnc12	-1.6	-0.8	12.8	-1.1	1.6	-0.1	-9.5	2.5	18.6
CC(=O)Nc1ccc(NC(=O)c2sc3nc4n(c(=O)c3c2C)CCCCC4)cc1	-0.5	-57.2	11.6	9.2	-0.1	0.7	-5.0	-5.5	16.6
O=C(CN(Cc1ccco1)C(=O)CNS(=O)(=O)c1ccc(F)cc1)NCCc1ccccc1	-0.6	-2.4	9.7	-2.8	0.9	-1.2	-2.2	0.6	-2.1
Cc1ccccc1OCC(=O)N/N=C1\CCOc2c(C)cccc21	1.5	-21.7	5.8	0.2	0.0	3.1	-4.7	-1.6	-1.7
Cc1cc(NC(=O)COC(=O)[C@H](Cc2c[nH]c3ccccc23)NC(=O)c2ccc(F)cc2)no1	-0.8	23.3	20.8	2.1	-0.4	-0.7	-4.5	-1.5	0.6
CCOC(=O)C(OC(=O)c1sc(=S)n(C)c1C)C(C)=O (stereo not given)	2.3	-0.1	15.2	-3.7	-0.3	-1.2	0.6	0.3	0.9
Cc1csc(NC(=O)CNC(=O)OCc2ccccc2)n1	1.4	1.8	5.2	-4.2	0.5	-4.5	-0.9	-3.6	0.4
COC(=O)N1CCN(CCc2ccccc2)CC1	1.6	5.1	10.3	-0.1	1.9	2.3	-5.0	-0.4	3.2
Cc1nnc(SCC(=O)NCCN2C(=O)CSC2=O)s1	1.6	25.1	12.4	0.7	-0.1	-0.9	4.8	-0.5	0.4
Cn1c(CCc2ccccc2)nnc1SCC(=O)N1CCCC1	-0.1	11.9	11.0	-3.1	0.3	0.5	-9.6	0.2	-1.1
COc1cccc(CCc2nnc(CCC(=O)N3CCCC3c3nccs3)o2)c1 (stereo not given)	0.0	0.0	1.8	2.3	0.5	-0.3	-0.2	-0.2	11.2
CCCCCCCCCc1nc(N)n[nH]1	0.2	9.0	/	-3.2	0.0	1.7	-10.4	-4.6	-0.6
CCC1CCC(NC(=O)Nc2cccc(OC)c2)CC1 (stereo not given)	0.3	-47.2	6.7	-1.6	73.7	-0.1	-2.4	2.8	27.2
COC(=O)COc1cccc2c(=O)n(CC(=O)NCCc3ccc(OC)c(OC)c3)ccc12	-0.6	-9.7	17.4	-5.5	/	-0.6	0.9	0.6	-8.2
COc1ccc(C2CC(C(F)(F)F)n3ncc(C(=O)NCC4CCCO4)c3N2)cc1OC (stereo not given)	-0.7	23.1	9.7	0.3	2.6	-3.0	-2.4	-1.9	4.0
COc1ccc(CCNC(=O)C2CCC(CNS(=O)(=O)c3ccc(F)cc3)CC2)cc1OC (stereo not given)	-0.2	2.7	7.0	-3.9	0.6	-4.0	3.4	1.4	-2.4
Cc1cccc(N/C(=N\S(=O)(=O)c2ccccc2)C(F)(F)F)c1	1.7	14.9	/	3.5	0.0	-0.5	-4.2	-1.6	0.5
Cc1ccc2nsnc2c1N(S(C)(=O)=O)S(C)(=O)=O	0.4	12.4	9.4	-1.1	1.9	1.3	-7.0	1.6	-13.2
CCn1cc(C(=O)NCCCN2CCC(C)CC2)c2cc(OC)c(OC)cc2c1=O	0.8	-0.9	8.8	2.5	0.0	2.1	1.1	0.0	13.6
N#Cc1nc(-c2ccco2)oc1N1CCN(c2ccccc2)CC1	1.3	-15.5	-3.4	0.7	1.8	-0.2	3.9	-0.5	0.3
COc1ccc(C2NC(=S)NC3=C2CCCC3=C2SCCS2)cc1 (stereo not given)	1.2	-15.4	6.4	-2.2	12.0	-4.7	1.0	-7.1	19.8
O=C(NCCO)Nc1ccc2nsnc2c1	0.8	-25.2	12.5	6.6	1.1	8.8	12.2	2.2	16.0

Fetched by structure from the list above:
SMILES	PERK inh	EP2 mod	EP2 antag	Runt-SMMHC FRET	L929 necroptosis	Runt-CBFb FRET	RBBP9 inh	TNF necrop inh	Hck-Nef inh
CCOC(=O)C(OC(=O)c1sc(=S)n(C)c1C)C(C)=O (stereo not given)	2.3	-0.1	15.2	-3.7	-0.3	-1.2	0.6	0.3	0.9
COc1ccc(CNC(=O)C2CCCN2S(=O)(=O)c2ccc(C)cc2)cc1 (stereo not given)	-0.6	-6.4	3.9	2.5	-0.1	-0.7	-1.1	-2.9	1.9
CCn1cc(C(=O)NCCCN2CCC(C)CC2)c2cc(OC)c(OC)cc2c1=O	0.8	-0.9	8.8	2.5	0.0	2.1	1.1	0.0	13.6

Compound activity: PubChem BioAssay, several laboratories
